High-throughput results: PubChem, National Center for Advancing Translational Sciences (NCATS)
USP1 inh: USP1/UAF1 (human) deubiquitinase inhibition; recombinant USP1/UAF1, Ub-Rhodamine cleavage fluorescence; Potency, µM (highest dose often 57.1 µM), for the others: at the top dose activity change, negative = inhibition, actives largely listed as inhibitors; AID 743255; O94782; 0.23% of 390,000 active; also: % is scaled to controls: 0 for no effect and ±100 for the full control effect; nearly all actives have a fitted effect of over 60% in size; inactives centre near -12
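USP1/UAF1 complex (1 nM) preincubated 15 min at room temperature with compound, then Ub-Rho substrate (150 nM final) added. Kinetic fluorescence at 480/540 nm over 6 reads at 60 s intervals; 50 mM HEPES pH 7.8, 0.5 mM EDTA, 0.1 mg/ml BSA, 1 mM TCEP, 0.01% Tween-20.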
12-LOX inh: ALOX12 (human) lipoxygenase inhibition; Potency, µM (doses to about 108 µM), without a hit: top-dose activity change, negative = inhibition, usual class: inhibitors; 1.1% of 580,000 active; P18054; AID 1671190; purified 12hLO, xylenol orange hydroperoxide absorbance; also: % is scaled to controls: 0 for no effect and ±100 for the full control effect
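Purified human 12hLO (150 nM final) in 25 mM Hepes, 0.01% Triton X-100, pH 7.0 was preincubated 15 min at room temperature with compound. Then 40 uM arachidonic acid was added, 30 min. Hydroperoxide was read by Fe-XO absorbance ratio 573/405 nm.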
TrxR1 substrate: rat thioredoxin reductase 1 substrate activity; Potency, µM (top dose mostly 114 µM), without a hit: at the top dose activity change, negative = substrate turnover; AID 588456; purified TrxR1 substrate turnover, NADPH consumption readout; 0.01% of 390,000 active; also: % is scaled to controls: 0 for no effect and ±100 for the full control effect; nearly all actives have a fitted effect of over 50% in size
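Rat TrxR1, dispensed at 90 nM, was prereduced with 400 uM NADPH (final) for 5 min at ~22 deg C, then incubated with compound 15 min before 400 uM selenite. A first-read NADPH fluorescence drop versus no-compound background flagged substrates.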
RXFP1 ag: agonists of human relaxin receptor RXFP1; Q9HBX9; HEK293T-RXFP1 cAMP TR-FRET, 30 min; response scale: percent of porcine relaxin response, buffer zero; Potency, µM (doses to about 57.5 µM), without a hit: at the highest dose activation, usual class: activators; 0.3% of 370,000 active; AID 2676; also: % is scaled to controls: 0 for no effect and ±100 for the full control effect; nearly all actives have a fitted effect of over 60% in size; many of its hits are not listed in these tables
Target sequence (Q9HBX9 whole entry, looked up): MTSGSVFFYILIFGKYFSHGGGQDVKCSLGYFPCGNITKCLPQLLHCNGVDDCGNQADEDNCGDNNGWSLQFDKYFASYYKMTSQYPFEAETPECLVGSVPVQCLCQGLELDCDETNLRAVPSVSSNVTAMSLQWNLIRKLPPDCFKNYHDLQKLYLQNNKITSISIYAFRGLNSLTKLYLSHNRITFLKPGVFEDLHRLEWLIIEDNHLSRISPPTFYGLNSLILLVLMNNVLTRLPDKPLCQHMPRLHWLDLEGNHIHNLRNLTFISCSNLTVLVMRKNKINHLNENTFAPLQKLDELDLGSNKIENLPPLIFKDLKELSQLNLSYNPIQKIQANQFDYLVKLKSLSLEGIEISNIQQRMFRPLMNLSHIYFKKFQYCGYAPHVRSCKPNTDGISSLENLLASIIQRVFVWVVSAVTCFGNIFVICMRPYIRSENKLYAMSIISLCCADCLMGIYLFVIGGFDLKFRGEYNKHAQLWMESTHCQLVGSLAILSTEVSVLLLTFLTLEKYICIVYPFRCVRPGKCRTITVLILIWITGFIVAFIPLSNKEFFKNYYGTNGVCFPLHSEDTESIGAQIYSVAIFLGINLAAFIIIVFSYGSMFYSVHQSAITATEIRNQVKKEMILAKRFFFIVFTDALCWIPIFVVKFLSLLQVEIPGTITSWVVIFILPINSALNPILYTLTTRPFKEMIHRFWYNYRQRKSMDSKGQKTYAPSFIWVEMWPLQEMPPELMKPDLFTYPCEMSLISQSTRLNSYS
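HEK293 cells stably expressing RXFP1, treated 30 min at 37C with compounds plus PDE4 inhibitor Ro 20174; cAMP measured by HTRF TR-FRET. Normalized to buffer and 29 nM porcine relaxin; EC50 by Hill fit.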
rTrxR1 inhibitor: rat TrxR1 inhibition; O89049; recombinant rTrxR1, NADPH fluorescence consumption, selenite substrate; Potency, µM (highest dose often 114 µM), for the others: at the highest dose activity change, negative = inhibition, usual class: inhibitors; 1% of 390,000 active; also: % is scaled to controls: 0 for no effect and ±100 for the full control effect; nearly all actives have a fitted effect of over 65% in size
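Rat TrxR1 (90 nM in the dispensed reagent) was pre-reduced with 400 uM NADPH for 5 min at room temperature, then incubated with compound for 15 min. After 400 uM selenite was added, NADPH fluorescence (Ex 340/Em 450 nm) was followed for 8 min.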
Vif-APOBEC3F blk: inhibitors of Vif-A3F interaction. HeLa A3F-eYFP + Vif (tagged APOBEC3F with the HIV-1 protein that degrades it), YFP fluorescence increase. Potency, µM (titrated, usually from 46.1 µM), for the others: top-dose activity, negative = active. 0.2% of 390,000 active; also: % of control where 0% means no effect; nearly all actives have a fitted effect of over 65% in size
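Fluorescence increase (Ex 488/Em 500-530) after overnight compound treatment at 37 deg C flags inhibition of Vif-driven A3F-eYFP loss in stable HeLa A3F-eYFP/Vif cells seeded overnight beforehand.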
IDH1 R132H inh: blocks human mutant IDH1 R132H enzyme. O75874. Potency, µM (top dose mostly 76.6 µM), for the others: top-dose activity change, negative = inhibition, actives largely listed as inhibitors. AID 602179. 0.093% of 390,000 active. IDH1-R132H enzyme, NADPH consumption, diaphorase/resazurin fluorescence; also: % is scaled to controls: 0 for no effect and ±100 for the full control effect; nearly all actives have a fitted effect of over 65% in size
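IDH1-R132H (0.5 ug/mL) preincubated 30 min with compound, then NADPH (0.016 mM) and alpha-KG (2 mM) added; 80 min at RT, pH 7.5. Remaining NADPH coupled via diaphorase/resazurin to fluorescence (540/590 nm); concentration-response curves normalized to no-enzyme control.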
RGS4 inh: blocks human RGS4-accelerated GTP hydrolysis; Potency, µM (highest dose often 114 µM), for the others: top-dose activity change, negative = inhibition, usual class: inhibitors; 0.039% of 390,000 active; P49798; AID 504845; Transcreener GDP fluorescence polarization, RGS4-accelerated GTP hydrolysis; also: % is scaled to controls: 0 for no effect and ±100 for the full control effect; nearly all actives have a fitted effect of over 75% in size; some results filed as inactive show a strong effect at the top dose
Target sequence (P49798 whole entry, looked up): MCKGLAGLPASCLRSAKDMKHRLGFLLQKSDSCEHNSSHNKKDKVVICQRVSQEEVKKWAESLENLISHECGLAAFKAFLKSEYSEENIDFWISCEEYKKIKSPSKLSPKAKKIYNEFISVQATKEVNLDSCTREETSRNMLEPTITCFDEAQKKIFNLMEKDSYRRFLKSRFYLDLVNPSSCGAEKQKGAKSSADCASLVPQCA
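MLSMR compounds (23 nl, pin-transferred) preincubated 10 min at room temperature with a 500nM (2x) first reagent, then RGS4 at 900nM (2x) plus Transcreener GDP mix added; fluorescence polarization (620/688 nm) read before and after 90 min at 30 °C.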
Vif-A3G inh: inhibitors of Vif-APOBEC3G interaction; Potency, µM (top dose mostly 46.1 µM), inactives show at the top dose activity, negative = active, hits mostly inhibitors; HeLa A3G-eYFP + Vif (tagged APOBEC3G with the HIV-1 protein that degrades it), YFP fluorescence, overnight; Q9HC16; AID 602310; 0.076% of 410,000 active;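 also: % is scaled to controls: 0 for no effect and ±100 for the full control effect; nearly all actives have a fitted effect of over 60% in size; hits raise eYFP signal because A3G escapes Vif-driven loss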
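Read-out is eYFP fluorescence (Ex 488/Em 500-530) from Vif-expressing HeLa A3G-eYFP cells; more signal means A3G escaped Vif-mediated degradation. Cells plated overnight, compound pinned in, incubated overnight at 37 deg C.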
* marks the source's active call; other numbers are inactive results; i = inactive; ? = inconclusive; . = no result given; & = joins results of further samples; [ ] = another dose, or the depositor's remark. Calls follow the shape of the dose curve; as a rule, active = well fitted curve in the direction sought with a large enough effect; inconclusive = small, poorly fitted or top-dose-only effect, or another doubt; inactive = no such curve, though single readings can be large; an effect the other way counts as inactive or inconclusive. Potency is read from the fitted curve at half-maximal effect. A portion of the library (hit frequency here may not be typical).

SMILES	USP1 inh	12-LOX inh	TrxR1 substrate	RXFP1 ag	rTrxR1 inhibitor	Vif-APOBEC3F blk	IDH1 R132H inh	RGS4 inh	Vif-A3G inh
OCCNCCCCOc1cccc(Br)c1	-16%	0%	8%	-0.5%	14%	2%	3%	-5%	1%
CC(=O)Nc1ccc(Oc2ccccc2)cc1	-11%	0%	-7%	1.1%	-8%	0%	-7%	20%	-2%
COc1cccc(CCc2nnc(N)s2)c1	-7%	-29%	-1%	-1.9%	23%	1%	6%	-14%	-3%
Cc1oc(-c2ccccc2Cl)nc1CS(=O)CC(=O)NCc1cccs1 (stereo not given)	-26%	12%[57.4 µM]	11%[57.1 µM]	0.9%	12%[57.1 µM]	0%	-3%	14%	1%
CC(C)[C@@H]1C=C(C(=O)O)O[C@H](OCCCCO)C1	-11%	3%	1%[57.1 µM]	0.0%	-14%[57.1 µM]	0%	-7%	3%	3%
CCOC(=O)C1CCN(C(=O)COC(=O)C23CC4CC(CC(C4)C2)C3)CC1	0%	13%	-5%	.	11%	2%	-15%	14%	-10%
Cc1ccc(C(C(=O)NC2CCCCC2)N(C(=O)c2csnn2)C2CC2)cc1 (stereo not given)	-24%	-21%	11%	0.6%	35%	1%	6%	1%	-6%
Cc1ccc(S(=O)(=O)c2nnn3c2nc(NCc2ccc4c(c2)OCO4)c2sccc23)cc1	?	-12%	11%	5.3%	10%	?	-4%	-15%	-9%
CN=C1SC(CC(=O)NCCc2ccc(OC)c(OC)c2)C(=O)N1C (stereo not given)	-16%&4%	?	1%&-6%	0.7%	22%&-12%	-1%&2%	0%&-7%	4%&22%	2%&2%
N#Cc1c(SCC(N)=O)nc(-c2ccccc2)c2c1CCCC2	-20%	3%	4%	-0.5%	-2%	.	-2%	17%	-7%
Cc1cccc2sc(NC(=O)C3CCCN(S(=O)(=O)c4cccc5nonc45)C3)nc12 (stereo not given)	0%	13%	4%[57.1 µM]	1.7%	4%[57.1 µM]	?	-2%	0%	-17%
O=C(NC(=S)NNC(=O)c1ccccc1O)c1ccc([N+](=O)[O-])cc1	?	-6%	0%[57.1 µM]	2.8%	19%[2.29 µM]	-1%	-1%	-35%	-1%
COc1ccc(-c2cn(/N=C/c3ccc(Cl)cc3Cl)c(N)n2)cc1	?	-22%	7%	2.1%	19%	-5%	7%	9%	-5%
COc1ccc(C(=O)NCc2ccc(-c3nc4ccccc4s3)cc2)cc1OC	-21%	0%	9%	24%	17%	.	3%	-4%	-5%
CCCC(=O)C1=C(O)C(C(=O)OC)C(C)(C)CC1=NC(C)(C)C (stereo not given)	-23%	170%[activator]	-30%[57.1 µM]	-0.3%	-19%[57.1 µM]	-9%	3%	-5%	0%
COC(=O)C1CCCCN1C(=O)c1cccc(OC2CCN(C(=O)C3CC3)CC2)c1 (stereo not given)	-19%	-8%	-6%	-0.9%	-5%	-2%	5%	2%	-3%
CC(C)c1ccc(NC2CCCN(C(=O)c3cc(C(C)C)[nH]n3)C2)cc1 (stereo not given)	-24%	5%	-3%	-0.3%	3%	3%	0%	-5%	5%
Cn1cccc1Cc1nnc(SCC(=O)N2CCCCCC2)n1CCc1ccccc1	-17%	417%[activator]	-2%[57.1 µM]	-0.5%	4%[57.1 µM]	2%	14%	-19%	0%
O=C(Nc1ccc2oc(-c3cccnc3)nc2c1)c1cccc(Br)c1	-21%	-24%&-22%	8%	-0.6%	17%	0%	30%[activator]	9%	0%
O=C(Nc1ccccc1Oc1cccnc1)C1CCCN(Cc2ccc(F)cc2)C1 (stereo not given)	-8%	i	2%	2.4%	12%	3%	-9%	27%	-2%
CCN1C(=NCc2ccc(OC)cc2)N[C@@H](c2ccccc2)[C@H](C(=O)OC)[C@H]1C	-8%	?	6%	0.7%	17%	7%	18%	3%	1%
CCN(CC)S(=O)(=O)c1cccc(C(=O)N/N=C2\CC(=O)CC(C)(C)C2)c1	-25%	-2%	5%[57.1 µM]	0.8%	-37%	-47%	-1%	-31%	0%
CCCS(=O)(=O)N1CCCC(C(=O)NCCN(CC)c2ccccc2)C1 (stereo not given)	-13%	429%[activator]	-5%	0.1%	-5%	-10%	4%	8%	2%
Cc1c(C2=CCN(S(=O)(=O)c3cccc(Cl)c3)CC2)c2ccccc2n1CC(=O)N1CCCC1	-20%	-3%	10%	2.3%	15%	-19%	-7%	-5%	11%
Cc1nn(-c2ccccc2)c2c1C(c1cccc([N+](=O)[O-])c1)N(c1ccccc1)C(=O)N2 (stereo not given)	-11%	-9%	-1%	3.3%	-4%	-6%	-6%	-13%	2%
Cc1ccc(S(=O)(=O)Nc2ccc3c(c2)ncn3C(C)(C)C)cc1	-1%	-25%	-3%[57.1 µM]	-0.6%	14%	4%	0%	-6%	0%
CN(C)Cc1c(C(=O)N/N=C/C2CC=CCC2)nnn1-c1nonc1N (stereo not given)	0%	-16%	0%	3.0%	4%	-2%	-5%	-4%	2%
Cc1ccc2cccc(NC(=O)c3cccc4c(Br)cccc34)c2n1	-24%	-17%	7%	-1.2%	?	-3%	4%	-7%	2%
O=C(N/N=C/c1cccc(Cl)c1)C(c1ccncc1)N1CCOCC1 (stereo not given)	0%	?	-3%[57.1 µM]	-0.1%	10%	1%	6%	-25%	-5%
COc1ccc([C@H]2CC(=O)C=C(c3cccc(Cl)c3O)C2)cc1OC	?	22µM*	0%	-2.1%	1%	-3%	11%	3%	-2%
CC(c1ccncc1)C(C)c1ccncc1 (stereo not given)	-13%	4%	7%[57.1 µM]	-1.5%	27%[57.1 µM]	0%	-4%	12%	3%
COc1ccc(NS(=O)(=O)c2cccc(C(=O)OCC(=O)Nc3cc(C)on3)c2)cc1	7%	0%	-6%	2.8%	-13%	0%	-3%	-1%[11.4 µM]	1%
O=C(Cn1nc(C(=O)O)c2ccccc2c1=O)c1c[nH]c2ccccc12	-4%	-5%	-2%	-0.7%	24%	-4%	-9%	23%	-1%
CCc1nn(C(C)C(=O)NCCN2CCCCCC2)c(=O)c2cc3occc3n12 (stereo not given)	-26%	59%[activator]	2%	9.9%	-2%	1%	5%	-7%	4%
COc1ccc(/C=C/C(=O)C2CC2)cc1Cn1nc(C)c([N+](=O)[O-])c1C	-14%	-9%	-8%	-0.9%	4%[57.1 µM]	-1%	-2%	-23%	-6%

A draw from above in order of number of heavy atoms, lowest first.
SMILES	USP1 inh	12-LOX inh	TrxR1 substrate	RXFP1 ag	rTrxR1 inhibitor	Vif-APOBEC3F blk	IDH1 R132H inh	RGS4 inh	Vif-A3G inh
COc1cccc(CCc2nnc(N)s2)c1	-7%	-29%	-1%	-1.9%	23%	1%	6%	-14%	-3%
COc1ccc(-c2cn(/N=C/c3ccc(Cl)cc3Cl)c(N)n2)cc1	?	-22%	7%	2.1%	19%	-5%	7%	9%	-5%
O=C(Nc1ccc2oc(-c3cccnc3)nc2c1)c1cccc(Br)c1	-21%	-24%&-22%	8%	-0.6%	17%	0%	30%[activator]	9%	0%
O=C(Cn1nc(C(=O)O)c2ccccc2c1=O)c1c[nH]c2ccccc12	-4%	-5%	-2%	-0.7%	24%	-4%	-9%	23%	-1%
CCOC(=O)C1CCN(C(=O)COC(=O)C23CC4CC(CC(C4)C2)C3)CC1	0%	13%	-5%	.	11%	2%	-15%	14%	-10%
CCN1C(=NCc2ccc(OC)cc2)N[C@@H](c2ccccc2)[C@H](C(=O)OC)[C@H]1C	-8%	?	6%	0.7%	17%	7%	18%	3%	1%
COC(=O)C1CCCCN1C(=O)c1cccc(OC2CCN(C(=O)C3CC3)CC2)c1 (stereo not given)	-19%	-8%	-6%	-0.9%	-5%	-2%	5%	2%	-3%
Cn1cccc1Cc1nnc(SCC(=O)N2CCCCCC2)n1CCc1ccccc1	-17%	417%[activator]	-2%[57.1 µM]	-0.5%	4%[57.1 µM]	2%	14%	-19%	0%
Cc1nn(-c2ccccc2)c2c1C(c1cccc([N+](=O)[O-])c1)N(c1ccccc1)C(=O)N2 (stereo not given)	-11%	-9%	-1%	3.3%	-4%	-6%	-6%	-13%	2%
Cc1ccc(S(=O)(=O)c2nnn3c2nc(NCc2ccc4c(c2)OCO4)c2sccc23)cc1	?	-12%	11%	5.3%	10%	?	-4%	-15%	-9%
